STAT3 blocker = IL-6 driven STAT3 reporter inhibitors, primary screen, U3A cells, luciferase, luminescence, MLSCN library; 0.89% of 190,000 active; inhibition, % at 5.5 µM; IL-6 STAT3-luciferase reporter; host cell line lacks STAT1;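 active = inhibition above the mean inhibition across all screened compounds plus 3 SD, cut at about 44% in these data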;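 note: 0% = DMSO only wells and 100% = 100 µM nifuroxazide control wells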
PPARg SRC3 recr = PPARgamma agonists recruiting SRC-3 coactivator, primary screen, biochemical; Peroxisome proliferator-activated receptor gamma (Homo sapiens), P37231; biochemical PPARgamma/SRC-3 coactivator recruitment assay; activation, % at 8 µM; 0.26% of 200,000 active; AID 731, 2007; in the data active = activation above about 23%;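 note: 0% = DMSO and 100% = reference agonist; some compounds past the cut are filed as inactive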
TNAP act hiacc = TNAP activators at high phosphate acceptor level, primary screen, biochemical, luminescence, uHTS; Alkaline phosphatase, tissue-nonspecific isozyme (Homo sapiens), P05186; purified TNAP, CDP-star luminescence, 1 M DEA, 30 min; stronger effect = higher value; 0 = EDTA background, 1 = DMSO-only activity; activation factor at 20 µM; 200,000 tested, under 10 active;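 active = activation factor at least 2 at 20 µM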
Target sequence (P05186 whole entry, looked up): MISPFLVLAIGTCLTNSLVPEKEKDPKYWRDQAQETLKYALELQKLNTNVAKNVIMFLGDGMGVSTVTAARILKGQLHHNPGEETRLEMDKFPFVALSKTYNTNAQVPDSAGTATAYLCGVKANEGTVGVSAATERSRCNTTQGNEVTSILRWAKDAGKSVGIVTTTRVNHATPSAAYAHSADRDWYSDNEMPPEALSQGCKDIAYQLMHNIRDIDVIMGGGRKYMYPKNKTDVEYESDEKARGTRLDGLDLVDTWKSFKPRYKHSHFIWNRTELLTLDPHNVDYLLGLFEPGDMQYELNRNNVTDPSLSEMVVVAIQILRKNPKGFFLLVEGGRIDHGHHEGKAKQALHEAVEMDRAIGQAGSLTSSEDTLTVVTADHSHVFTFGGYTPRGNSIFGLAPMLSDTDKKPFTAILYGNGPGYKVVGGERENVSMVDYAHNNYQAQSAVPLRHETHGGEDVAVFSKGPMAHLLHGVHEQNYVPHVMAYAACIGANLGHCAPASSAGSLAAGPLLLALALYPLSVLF
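Test system – human TNAP · Doses – 20 µM single point · Incubation – 30 min, room temperature · Signal – luminescent substrate turnover signal · Read-out basis – activation factor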
bIAP inh = bovine intestinal alkaline phosphatase inhibitors, primary screen, selectivity assay for TNAP inhibitor project, biochemical, bovine IAP, CDP-star luminescence; AID 1019, 2008; 190,000 tested, under 10 active; purified bovine IAP, 30 min; alkaline phosphatase, intestinal [Bos taurus]; inhibition, % at 20 µM;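 active = over 50% inhibition of intestinal alkaline phosphatase at 20 µM in the single-dose screen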
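Assay system – bovine IAP enzyme · Quantity – bovine IAP at 1/65,000,000 final dilution · Detection – CDP-star luminescence signal · Times – 30 min reaction at room temperature · Also added – CDP-star substrate at 30 µM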
TR-FRET SRC-2 ct = TR-FRET signal artefacts, primary screen, artefact control for PPARgamma SRC-2 agonist project, biochemical; TR-FRET artefact counter-screen; stronger effect = higher value; TR-FRET ratio at 8 µM; 0.4% of 200,000 active; AID 1049, 2008; in the data active = TR-FRET ratio above about 2000; note: inactives centre near 1500
PPARg SRC2 recr = agonists of PPARg-SRC-2 recruitment, primary screen, biochemical, HTS; activation, % at 8 µM; PPARgamma LBD-SRC-2 recruitment; 0.34% of 200,000 active; AID 1032, 2008; in the data active = activation above about 22%;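 note: 0% = vehicle and 100% = reference agonist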
bIAP act = bovine intestinal alkaline phosphatase activators, primary screen, biochemical, bovine IAP, CDP-star luminescence; alkaline phosphatase, intestinal [Bos taurus]; purified bovine IAP, 30 min; stronger effect = higher value; fold of DMSO-control signal, blank-subtracted; activation factor at 20 µM; 0.17% of 200,000 active;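 active = activation factor of 2 or more at 20 µM, a signal rise over negative controls twice the positive control's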
STAT3 activator = IL-6 driven STAT3 reporter potentiators, primary screen, U3A cells, luciferase, luminescence, MLSCN library; 0.91% of 190,000 active; activation (% of control), % at 5.6 µM; IL-6 STAT3-luciferase reporter; 100% = signal with IL-6 EC80 alone;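 active = activation above the screen-wide mean of compound activation plus 3 SD, cut at about 130% in these data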;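 note: 0% = background luminescence of wells with medium and substrate only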
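Test system: Human STAT1-deficient U3A cells with stable STAT3-luciferase reporter | Also added: Interleukin-6, 33 ng/mL | Timing: Compound pre-incubation 1 h before IL-6, then 6 h stimulation at 37 °C | Technique: Luciferase reporter luminescence | Read-out: Percent of IL-6-only median luminescence | Benchmarks: IL-6-only wells as 100% reference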
STAT1 blocker = STAT1 signaling inhibitors, primary screen, cell-based, HTS, luciferase reporter | NIH 3T3 STAT1-luciferase reporter, IFN-gamma, luminescence | AID 920, 2007 | inhibition, % at 5.5 µM | 0.35% of 200,000 active;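 active = inhibition above a set limit, the mean inhibition across all tested compounds plus 3 SD, cut at about 34% in these data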;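 note: 0% = IFN-gamma with DMSO and 100% = IFN-gamma with 300 µM nifuroxazide; values of inactives mirror those of a sister screen read the other way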
ROMK primary = ROMK potassium channel modulators, primary screen, cell-based, thallium flux, MLSMR library; ATP-sensitive inward rectifier potassium channel 1 (Homo sapiens), P48048; Tet-inducible ROMK, thallium flux fluorescence; actives lie on both sides; B-score at 10 µM; 2% of 130,000 active; AID 1918, 2009;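 active = signal ratio slope over the read window, or its plate-corrected B-score, at least 3 SD from the plate mean, either direction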;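 note: B-score of the F/F0 ratio slope over 7 to 12 s after thallium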
Target sequence (P48048 whole entry, looked up): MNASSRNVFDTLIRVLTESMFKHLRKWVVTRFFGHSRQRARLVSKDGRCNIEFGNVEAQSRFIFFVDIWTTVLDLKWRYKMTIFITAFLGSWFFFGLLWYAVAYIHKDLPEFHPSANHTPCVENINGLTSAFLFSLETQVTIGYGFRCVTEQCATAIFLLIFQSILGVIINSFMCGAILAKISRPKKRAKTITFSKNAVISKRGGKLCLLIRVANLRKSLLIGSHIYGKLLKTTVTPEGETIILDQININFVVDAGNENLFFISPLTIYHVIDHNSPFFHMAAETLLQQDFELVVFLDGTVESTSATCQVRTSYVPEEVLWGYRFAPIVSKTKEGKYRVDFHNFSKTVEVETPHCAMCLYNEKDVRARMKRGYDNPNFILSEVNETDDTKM
PPARg SRC1 recr = PPARgamma agonists recruiting SRC-1 coactivator, primary screen, biochemical; AID 631, 2007; activation, % at 8 µM; PPARgamma-SRC-1 coactivator recruitment biochemical assay; 0.41% of 200,000 active; Peroxisome proliferator-activated receptor gamma (Homo sapiens), P37231; in the data active = activation above about 19%;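 note: 0% = DMSO and 100% = reference agonist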
An asterisk follows results filed as active. Rows were taken by chance (roughly 3.7% active in at least one column).

`O=C(CSc1nnc(-c2ccco2)n1Cc1ccccc1)c1ccc(F)cc1` gave STAT3 blocker 2, PPARg SRC3 recr 4, TNAP act hiacc 1, bIAP inh 4, TR-FRET SRC-2 ct 1678, PPARg SRC2 recr 8, bIAP act 1, STAT3 activator 102, STAT1 blocker -4 and PPARg SRC1 recr 2.
Screening Cc1cccc(C(=O)NNC(=O)c2ccccc2)c1 returned STAT3 blocker -13, PPARg SRC3 recr 2, TNAP act hiacc 1.1, bIAP inh 12, TR-FRET SRC-2 ct 1565, PPARg SRC2 recr -9, bIAP act 0.9, STAT3 activator 109, STAT1 blocker -10, ROMK primary 0.48 and PPARg SRC1 recr -7.
For Cc1cc(C)nc(SCC(=O)Nc2ccccc2[N+](=O)[O-])n1 the results were STAT3 blocker -3, PPARg SRC3 recr 12, TNAP act hiacc 1, bIAP inh 4, TR-FRET SRC-2 ct 1497, PPARg SRC2 recr 7, bIAP act 1, STAT3 activator 107, STAT1 blocker 4 and PPARg SRC1 recr -5.
`CCN(CC)S(=O)(=O)c1cc(NS(=O)(=O)c2cc(Cl)ccc2Cl)ccc1C` gave STAT3 blocker 6, PPARg SRC3 recr -1, TNAP act hiacc 1, bIAP inh 0, TR-FRET SRC-2 ct 1485, PPARg SRC2 recr -11, bIAP act 1, STAT3 activator 97, STAT1 blocker -2 and PPARg SRC1 recr 0.
`Cc1ccc(S(=O)(=O)NN/C(=N/S(=O)(=O)c2ccccc2)c2ccccc2)cc1` gave STAT3 blocker -1, PPARg SRC3 recr 1, TNAP act hiacc 1, bIAP inh -23, TR-FRET SRC-2 ct 1569, PPARg SRC2 recr 5, bIAP act 1.2, STAT3 activator 102, STAT1 blocker -16, ROMK primary 1 and PPARg SRC1 recr 2.
`O=C(O)c1cccc(-n2cnnn2)c1` gave STAT3 blocker -2, PPARg SRC3 recr -24, TNAP act hiacc 1, bIAP inh 7, TR-FRET SRC-2 ct 1484, PPARg SRC2 recr -5, bIAP act 0.9, STAT3 activator 105, STAT1 blocker -4, ROMK primary 0.41 and PPARg SRC1 recr -5.
For O=C(Nc1cccc2ncccc12)C(c1ccccc1)c1ccccc1 the results were STAT3 blocker 11, PPARg SRC3 recr 2, TNAP act hiacc 1, bIAP inh -12, TR-FRET SRC-2 ct 1382, PPARg SRC2 recr 0, bIAP act 1.1, STAT3 activator 94, STAT1 blocker 2, ROMK primary 0.37 and PPARg SRC1 recr 1.
O=C(N/N=C/c1ccc(Cl)cc1Cl)c1n[nH]c2c1CCCC2 was read as STAT3 blocker -5, PPARg SRC3 recr 6, TNAP act hiacc 1, bIAP inh 8, TR-FRET SRC-2 ct 1460, PPARg SRC2 recr 9, bIAP act 0.9, STAT3 activator 105, STAT1 blocker -22 and PPARg SRC1 recr -1.
Screening CC1(C)CC2CC(C)(CN2C(=O)COC(=O)c2cc(Cl)cc(Cl)c2N)C1 (stereo unspecified) returned STAT3 blocker 1, PPARg SRC3 recr 4, TNAP act hiacc 1.1, bIAP inh 7, TR-FRET SRC-2 ct 1697, PPARg SRC2 recr 15, bIAP act 0.9, STAT3 activator 103, STAT1 blocker -6, ROMK primary -0.15 and PPARg SRC1 recr 0.
CCOc1nc(SCCOc2ccc(C)cc2)nc(N(C)C)n1 was read as STAT3 blocker 11, PPARg SRC3 recr 3, TNAP act hiacc 1, bIAP inh -16, TR-FRET SRC-2 ct 1379, PPARg SRC2 recr -5, bIAP act 1.2, STAT3 activator 94, STAT1 blocker -4, ROMK primary -0.26 and PPARg SRC1 recr -2.
`CCN(CC)S(=O)(=O)c1ccc(C(=O)NNC(=O)C2CCN(S(=O)(=O)c3ccc(Cl)cc3)CC2)cc1` gave STAT3 blocker 8, PPARg SRC3 recr -1, TNAP act hiacc 1, bIAP inh 17, TR-FRET SRC-2 ct 1403, PPARg SRC2 recr 0, bIAP act 0.8, STAT3 activator 100, STAT1 blocker -2, ROMK primary 0.57 and PPARg SRC1 recr 0.
O=C(C(=O)N1CCc2ccccc2C1)c1c[nH]c2ccccc12 was read as STAT3 blocker 20, PPARg SRC3 recr 3, TNAP act hiacc 0.6, bIAP inh 11, TR-FRET SRC-2 ct 1443, PPARg SRC2 recr -2, bIAP act 0.9, STAT3 activator 89, STAT1 blocker -6, ROMK primary -0.0053 and PPARg SRC1 recr 6.
Screening CC(=O)Nc1nonc1-c1nc2ccccc2n1Cc1nnc(C)o1 returned STAT3 blocker 2, PPARg SRC3 recr 0, TNAP act hiacc 1.1, bIAP inh -4, TR-FRET SRC-2 ct 1439, PPARg SRC2 recr 3, bIAP act 1, STAT3 activator 101, STAT1 blocker -4 and PPARg SRC1 recr 1.
Screening CCOc1cnc(-c2c(-c3ccccc3Cl)noc2C)o1 returned STAT3 blocker 8, PPARg SRC3 recr 1, TNAP act hiacc 1, bIAP inh -5, TR-FRET SRC-2 ct 1657, PPARg SRC2 recr 11, bIAP act 1.1, STAT3 activator 94, STAT1 blocker 7, ROMK primary -0.51 and PPARg SRC1 recr 10.
`CCN(CC)CCCNC(=O)c1nn(-c2ccccc2OC)c(=O)c2ccccc12` gave STAT3 blocker 6, PPARg SRC3 recr -7, TNAP act hiacc 1, bIAP inh 4, TR-FRET SRC-2 ct 1524, PPARg SRC2 recr -7, bIAP act 1, STAT3 activator 100, STAT1 blocker 4 and PPARg SRC1 recr 3.
`COc1ccccc1C(=O)N1CCN(Cc2cn[nH]c2-c2ccc(F)cc2F)CC1` gave STAT3 blocker 8, PPARg SRC3 recr 3, TNAP act hiacc 1, bIAP inh -16, TR-FRET SRC-2 ct 1651, PPARg SRC2 recr -4, bIAP act 1.2, STAT3 activator 98, STAT1 blocker -4, ROMK primary -0.0052 and PPARg SRC1 recr 2.
`Cc1cccc(Nc2nc3ccccc3s2)c1C` gave STAT3 blocker 22, PPARg SRC3 recr 5, TNAP act hiacc 1.1, bIAP inh -5, TR-FRET SRC-2 ct 1643, PPARg SRC2 recr 6, bIAP act 1.1, STAT3 activator 82, STAT1 blocker -84, ROMK primary -0.34 and PPARg SRC1 recr 12.
For CCC(=O)Nc1cc2c(cc1C(=O)CC)OCCO2 the results were STAT3 blocker 2, PPARg SRC3 recr -2, TNAP act hiacc 1, bIAP inh 10, TR-FRET SRC-2 ct 1482, PPARg SRC2 recr 8, bIAP act 0.9, STAT3 activator 101, STAT1 blocker 8 and PPARg SRC1 recr -3.
NS(=O)(=O)c1ccc(CCNC(=O)CCCn2c(=O)[nH]c3ccc(Br)cc3c2=O)cc1 was read as STAT3 blocker 5, PPARg SRC3 recr 0, TNAP act hiacc 1, bIAP inh -8, TR-FRET SRC-2 ct 1550, PPARg SRC2 recr 0, bIAP act 1.1, STAT3 activator 98, STAT1 blocker 7, ROMK primary -0.56 and PPARg SRC1 recr 4.
`O=C(C1CCCCC1)N1CCCC(c2nc3c(nnn3Cc3ccccc3)c(=O)[nH]2)C1` (stereo unspecified) gave STAT3 blocker 8, PPARg SRC3 recr 6, TNAP act hiacc 1, bIAP inh 2, TR-FRET SRC-2 ct 1529, PPARg SRC2 recr 0, bIAP act 1, STAT3 activator 96, STAT1 blocker 4, ROMK primary -0.39 and PPARg SRC1 recr 4.
For CC1(C)Cc2c(C#N)c(SCC(=O)c3ccccc3)nc(N3CCCC3)c2CO1 the results were STAT3 blocker 5, PPARg SRC3 recr 7, TR-FRET SRC-2 ct 1584, PPARg SRC2 recr 3, STAT3 activator 99, STAT1 blocker 4, ROMK primary 0.26 and PPARg SRC1 recr 2.
Cc1ccc(-c2nnc(SCC(=O)NNC(=O)COc3cccc(C)c3)n2C)cc1 was read as STAT3 blocker 4, PPARg SRC3 recr -11, TNAP act hiacc 1.1, bIAP inh -9, TR-FRET SRC-2 ct 1651, PPARg SRC2 recr 2, bIAP act 1.1, STAT3 activator 99, STAT1 blocker 4 and PPARg SRC1 recr 1.
`COCCCNC(=O)Cn1nc(-c2ccc(C)cc2)ccc1=O` gave STAT3 blocker 5, PPARg SRC3 recr -7, TNAP act hiacc 1, bIAP inh 2, TR-FRET SRC-2 ct 1503, PPARg SRC2 recr 4, bIAP act 1, STAT3 activator 99, STAT1 blocker 1 and PPARg SRC1 recr -1.
C/C=C/C(=O)OCC(=O)Nc1cccc(Br)c1 was read as STAT3 blocker 4, PPARg SRC3 recr -2, TNAP act hiacc 1, bIAP inh -10, TR-FRET SRC-2 ct 1601, PPARg SRC2 recr -8, bIAP act 1.1, STAT3 activator 102, STAT1 blocker -7, ROMK primary -0.017 and PPARg SRC1 recr 2.
For CCc1ccc(OCC2c3cc(OC)c(OC)cc3CCN2C(=S)NC)cc1 (stereo unspecified) the results were STAT3 blocker 14, PPARg SRC3 recr 0, TNAP act hiacc 1, bIAP inh 3, TR-FRET SRC-2 ct 1705, PPARg SRC2 recr 5, bIAP act 1, STAT3 activator 94, STAT1 blocker 4, ROMK primary 0.39 and PPARg SRC1 recr 8.
For Cc1cc(/C=C2/SC(=O)N(CC(=O)N3CCOCC3)C2=O)c(C)n1-c1ccccc1F the results were STAT3 blocker 6, PPARg SRC3 recr 2, TNAP act hiacc 1, bIAP inh -5, TR-FRET SRC-2 ct 1727, PPARg SRC2 recr 11, bIAP act 1.1, STAT3 activator 98, STAT1 blocker -29 and PPARg SRC1 recr 4.
COc1ccc(-c2nc3ncnn3cc2C)cc1F was read as STAT3 blocker 4, PPARg SRC3 recr -1, TNAP act hiacc 1, bIAP inh -12, TR-FRET SRC-2 ct 1540, PPARg SRC2 recr -7, bIAP act 1.1, STAT3 activator 102, STAT1 blocker -3, ROMK primary 0.19 and PPARg SRC1 recr -1.
